Screening data (PubChem)
KDM5B inh: inhibitors of human KDM5B histone demethylase; actives 2.6% (n = 220,000); Q9UGL1; Potency, µM (series often up to 57.7 µM), without a hit: top-dose activity change, negative = inhibition, usual class: inhibitors; KDM5B demethylase, FDH-coupled NADH fluorescence (FDH is formaldehyde dehydrogenase); active = well fitted inhibition curve with a large enough effect; inconclusive = small, poorly fitted or top-dose-only effect; inactive = no such curve, though single readings can be large or run the other way; also: 0% is about no effect; nearly all actives have a fitted effect of over 70% in size
Target sequence (Q9UGL1 whole entry, looked up): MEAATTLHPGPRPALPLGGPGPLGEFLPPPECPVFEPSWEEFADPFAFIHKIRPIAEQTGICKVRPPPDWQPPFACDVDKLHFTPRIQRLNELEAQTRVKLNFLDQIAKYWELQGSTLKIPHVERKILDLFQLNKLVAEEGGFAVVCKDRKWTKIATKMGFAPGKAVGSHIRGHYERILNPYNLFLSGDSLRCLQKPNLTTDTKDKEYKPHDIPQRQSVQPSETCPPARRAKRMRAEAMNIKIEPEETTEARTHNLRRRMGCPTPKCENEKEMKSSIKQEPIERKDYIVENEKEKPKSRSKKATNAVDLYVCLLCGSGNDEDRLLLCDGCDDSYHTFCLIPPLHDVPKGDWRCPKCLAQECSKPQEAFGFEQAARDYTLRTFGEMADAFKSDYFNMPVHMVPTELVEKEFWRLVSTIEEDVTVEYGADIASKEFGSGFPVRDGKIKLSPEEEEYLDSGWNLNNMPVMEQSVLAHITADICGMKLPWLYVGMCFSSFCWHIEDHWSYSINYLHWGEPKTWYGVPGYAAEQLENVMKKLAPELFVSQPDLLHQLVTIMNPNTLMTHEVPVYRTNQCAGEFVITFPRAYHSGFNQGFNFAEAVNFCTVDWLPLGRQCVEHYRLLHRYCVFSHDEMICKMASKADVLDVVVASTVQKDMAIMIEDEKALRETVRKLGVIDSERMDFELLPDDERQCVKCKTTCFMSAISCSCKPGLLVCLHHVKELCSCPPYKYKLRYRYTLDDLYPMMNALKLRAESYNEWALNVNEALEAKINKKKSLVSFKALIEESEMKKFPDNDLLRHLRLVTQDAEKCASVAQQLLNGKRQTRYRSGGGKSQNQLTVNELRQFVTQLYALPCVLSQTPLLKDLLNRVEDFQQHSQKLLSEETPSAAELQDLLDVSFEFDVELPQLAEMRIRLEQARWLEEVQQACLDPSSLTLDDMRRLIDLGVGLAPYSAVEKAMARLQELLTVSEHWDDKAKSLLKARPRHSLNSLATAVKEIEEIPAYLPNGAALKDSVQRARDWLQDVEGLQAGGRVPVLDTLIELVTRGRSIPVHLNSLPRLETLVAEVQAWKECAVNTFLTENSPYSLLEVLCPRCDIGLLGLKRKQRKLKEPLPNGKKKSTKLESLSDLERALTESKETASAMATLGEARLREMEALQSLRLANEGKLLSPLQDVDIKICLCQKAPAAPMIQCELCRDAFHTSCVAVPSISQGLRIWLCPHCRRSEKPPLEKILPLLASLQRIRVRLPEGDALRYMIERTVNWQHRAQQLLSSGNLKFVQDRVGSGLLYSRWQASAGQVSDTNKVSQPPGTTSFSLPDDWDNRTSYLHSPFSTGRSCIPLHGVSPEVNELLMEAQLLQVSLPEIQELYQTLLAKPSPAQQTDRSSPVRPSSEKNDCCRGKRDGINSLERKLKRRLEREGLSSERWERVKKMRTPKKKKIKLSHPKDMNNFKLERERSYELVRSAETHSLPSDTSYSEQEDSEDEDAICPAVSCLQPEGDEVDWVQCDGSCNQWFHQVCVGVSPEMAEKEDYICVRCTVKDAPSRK
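Here, H3K4me3 peptide (12.5 µM in substrate mix) is demethylated by KDM5BΔAP, 200 nM final, after 10 min compound exposure. Formaldehyde product is coupled through FDH (0.25 U/mL in mix) to NADH fluorescence; 30-min ΔRFU feeds dose-response curves.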
Numbers without * were called inactive; ? = inconclusive; [ ] = another dose, or the depositor's remark. Potency is read from the fitted curve at half-maximal effect. An excerpt; count on the stated rates, not on these rows.

No.	SMILES	KDM5B inh
1	CCN(CCCNC(=O)CCn1ccn2nc3c(c2c1=O)CCCC3)c1ccccc1	-23.4%
2	CC(C(=O)NCCc1ccccc1)N1c2cccc3cccc(c23)S1(=O)=O (stereo unspecified)	?
3	CC(NC(=O)CCc1ncc(-c2ccccc2)o1)c1ccc(S(C)(=O)=O)cc1 (stereo unspecified)	7.1%
4	O=C(c1ccc(C(F)(F)F)cc1)N1CCN2C(=O)N(C3CCOCC3)C[C@H]2C1	23.9%[86.2 µM]
5	O=C(Nc1cccc(Cl)c1)c1ccc2c(c1)CCN2S(=O)(=O)c1ccccc1	-20.8%
6	CN(c1ccc(F)cc1)S(=O)(=O)N1CCCC(C(=O)NCc2ccccc2Cl)C1 (stereo unspecified)	-13.5%
7	O=C(NC1CCCCC1)N1CCC2(CC1)Nc1ccccc1-n1cccc12	4.1%
8	O=C(NC1CCc2ccccc21)c1cc(COc2ccc3c(c2)OCO3)[nH]n1 (stereo unspecified)	8.4%
9	NC(=O)c1cccnc1Oc1ccc(Cl)cc1	29.8%
10	COc1ccccc1CNC(=O)c1cn(C)c2ccc(S(=O)(=O)N(C)C3CCCCC3)cc2c1=O	-3.6%[11.5 µM]
11	O=C(NCCc1csc2nc(-c3ccc(F)cc3)nn12)c1ccco1	-11.1%
12	O=C(N[C@H]1[C@H](O)[C@H](O)C[C@@H]1c1cncnc1)c1ccc(C(F)(F)F)cc1	0.7%[86.2 µM]
13	CCOc1ccc(NC(=O)c2ccc3c(c2)N(C)C2CCCCCN2C3=O)cc1 (stereo unspecified)	?
14	O=C(COCc1cc(-c2cccs2)on1)Nc1ccc(OC(F)(F)F)cc1	0.7%
15	COc1ccccc1N1CCN(C(=O)c2cc3c(=O)n(Cc4cccnc4)ccc3nc2C)CC1	?
16	Cc1noc(-c2cn(C3CCN(C(=O)c4cccc(F)c4)C3)nn2)n1 (stereo unspecified)	-4.1%
17	COc1ccccc1-c1nnc(SCC(N)=O)o1	-21.7%
18	O=Cc1cn[nH]c1-c1cccnc1	20.4%
19	COc1cccc(Nc2nc(NCC(C)C)nc3c2cnn3-c2ccccc2)c1	?
20	C=CCOC(=O)/C(=C/c1cccnc1)NC(=O)c1ccccc1	-6.4%
21	Cc1cccc(C(=O)Nc2ncc(Cc3ccc(C#N)cc3C(F)(F)F)s2)n1	19.1%
22	O=C(c1ccoc1)N1CC[C@@H](c2ccc3ccccc3c2)[C@H](O)C1	7.8%
23	COc1ccc(-c2cc(-c3c(C)noc3C)c3cncn3c2)cn1	?
24	CCn1c(C)c(CN2CCc3nc(N(C)C)[nH]c(=O)c3CC2)c2ccccc21	-10.4%
25	COc1ccc(OCc2nnc(SCC(=O)Nc3ccccc3F)o2)cc1	21.4%
26	O=C(NCc1cccc(Cl)c1)c1ccc(NC(=O)N2CCSc3ccccc32)cc1	-3.3%
27	CCN1c2cc(C(=O)NCc3ccc(F)cc3F)ccc2C(=O)N2CCCCCC21 (stereo unspecified)	?
28	CC(C)c1noc(CC2CCN(C(=O)c3ccccc3Cl)CC2)n1	3.7%
29	CCn1cc(S(=O)(=O)c2ccccc2)c(=O)c2cc(F)c(F)cc21	-2.8%
30	Cc1ccc2c3cc(-c4ccccc4)cn3ccn12	?
31	CC(C)c1ccc(NC(=O)CSc2nc(=O)n(Cc3ccccn3)c3c2CCC3)cc1	-18.1%
32	O=c1[nH]c(-n2cccc2)c(-c2c(-c3ccc4ccccc4c3)[nH]c3[nH]c(=O)[nH]c(=O)c23)c(=O)[nH]1	?
33	CCn1nccc1C(=O)N1CCC2(CC1)CC(c1nc(C)no1)N(C)C2 (stereo unspecified)	17.5%
34	COc1ccc(/C=C2/C(=O)C(C)(C)OC2(C)C)cc1OC	11.5%
35	CSCC(=O)N1CCC2(CC1)CC(c1ccccc1)CN(C)C2 (stereo unspecified)	-0.2%
36	O=C(CCC1CCN(Cc2cnc[nH]2)CC1)NC1CCN(Cc2ccccc2)C1 (stereo unspecified)	-8.2%
37	CCOC(=O)c1ccc2[nH]c(CSCC(=O)Nc3ccc(CC)cc3)cc(=O)c2c1	7.6%
38	COCC(=O)NC1CCC12CCN(C(=O)NC(C)C)CC2 (stereo unspecified)	12.2%
39	CC1CCC(NC(=O)c2ccc3c(c2)CCCC3)CC1 (stereo unspecified)	-9.3%
40	CCn1cc(C#N)c(=O)n(Cc2nc(-c3ccc(F)cc3)no2)c1=O	17.4%
41	CC(O)C(=O)N1CCc2[nH]nc(C(c3ccccc3)c3ccccc3)c2C1 (stereo unspecified)	13.3%
42	CCOC(=O)C1=C(CNc2ccc(C)cc2)NC(=O)NC1c1ccccc1 (stereo unspecified)	-6.6%
43	O=C(Cn1nc2n(c1=O)CCCCC2)NCc1ccc2c(c1)OCO2	7.9%
44	O=C(O)COCC(=O)N1Cc2[nH]cnc2C[C@H]1c1nc(Cc2ccccc2)no1	-9.8%[86.2 µM]
45	Cc1cccc(NC(=S)NCC2(C)CCCC3(C)c4ccc(C(C)C)cc4CCC23)c1 (stereo unspecified)	6.8%
46	COc1ccc(CCC(=O)N[C@@H]2CN(S(C)(=O)=O)C[C@H]2CN(C)C)cc1	-32.2%
47	Cc1c(-c2ccccc2)oc2c(C(=O)Nc3ccc(C(N)=O)cc3)cccc2c1=O	24.7%
48	CC(=O)N1CCNc2cc(-c3ccc(Oc4ccccc4)cc3)ncc2C1	-21.5%[86.2 µM]
49	CCNC(=O)CC1C(=O)N(c2ccc(F)cc2)C(=O)N1Cc1ccc(OC)c(OC)c1 (stereo unspecified)	-45.8%
50	CSc1ccccc1C(=O)Nc1ccc2c(c1)OCCCO2	1.3%
51	CN(C)CCCN1C(=O)CSC1c1ccc(Br)cc1 (stereo unspecified)	-4.0%
52	Cn1cccc1CN1CCC2(CC1)CC(=O)Nc1ccccc1O2	-21.8%[86.2 µM]
53	O=C(c1n[nH]c(=O)c2ccccc12)N1CCN(S(=O)(=O)c2ccc3ccccc3c2)CC1	12.4%
54	O=C(c1cnn2ccccc12)N1CCCC(c2nccn2Cc2ccncc2)C1 (stereo unspecified)	?
55	Cc1ccc(CSc2nc3ccncc3n2Cc2nc(-c3ccc(Cl)cc3)oc2C)cc1	-16.2%
56	CCCCCCCCS(=O)(=O)CCSCCO	-5.5%
57	O=C(CSc1nc(-c2ccccc2)cc(=O)[nH]1)Nc1oncc1-c1ccc(F)cc1	-0.1%
58	CC(C)CNC(=O)c1cc(C2CC2)nc2onc(C3CCCNC3)c12 (stereo unspecified)	-19.7%[149 µM]
59	COc1ccc(S(=O)(=O)N(CC(=O)NCc2ccco2)c2ccc(F)cc2)cc1	-10.0%
60	CN(C1CCCc2ccccc21)S(C)(=O)=O (stereo unspecified)	-19.3%[86.2 µM]

The listing continues.
No.	SMILES	KDM5B inh
61	CC(C1CC1)N(Cc1ccccc1)S(=O)(=O)c1ccc(F)cc1F (stereo unspecified)	-6.8%
62	NNC(=O)Nc1ccccc1	29.4%
63	O=C(Nc1ccc(Oc2ccccc2)cc1)O[C@@H]1CO[C@H]2[C@@H]1OC[C@@H]2NS(=O)(=O)c1ccc2ccccc2c1	22.4µM*
64	O=C(COc1ccc(F)cc1)OCc1cc(=O)n2nc(C3CCCCC3)sc2n1	-3.1%
65	CCCc1ccc(OC(=O)c2ccc3c(c2)-c2ccccc2C3=O)cc1	2.7%
66	CCCCNC(=O)C(CC)Sc1nnc(-c2ccc(OC)c(OC)c2)c(-c2ccc(OC)c(OC)c2)n1 (stereo unspecified)	-7.5%
67	COc1ccc(-c2csc(Nc3ccccn3)n2)cc1OC	-30.7%
68	O=C(Cn1c(=O)ccc2cc(S(=O)(=O)N3CCCC3)ccc21)NCc1ccco1	18.0%
69	COc1ccc(C(=O)/C(C#N)=C\c2ccc(Cl)cc2)cc1	0.8%
70	COc1ccc(-c2nc3ccccc3s2)cc1NC(=O)COc1ccccc1C	-33.8%
71	COCC(=O)NC[C@H]1CCN(Cc2ccc(C)s2)C[C@H]1N(C)C	-3.3%
72	CCC(=O)N1CCc2cc(S(=O)(=O)NCc3ccc(C)cc3)ccc21	-17.9%
73	CNCCN1C(=O)CC[C@H]2CN(C(=O)c3cnc4nc(C)[nH]n4c3=O)CC[C@H]21	-2.3%
74	CCOC(=O)c1ccc(N2C(=O)c3[nH]nc(-c4ccccc4)c3C2c2cccs2)cc1 (stereo unspecified)	-26.3%
75	O=C(CCc1ccccc1)N1CC(c2noc(COc3ccccc3)n2)C1	-18.6%
76	CNC(=O)CCn1ncc2cc(OC3CCc4cccc(-c5ccccc5)c43)ccc21 (stereo unspecified)	?
77	COCCN1Cc2cccc(C(=O)Nc3ccc(S(=O)(=O)N4CCCCCC4)cc3)c2C1=O	?
78	COc1ccc(N(C(=O)c2cccs2)S(=O)(=O)c2ccc3c(c2)oc(=O)n3C)cc1	-6.7%
79	COC[C@@H]1CN(C(=O)c2cccc(C)n2)C[C@H]1c1ccccn1	21.9%
80	Cc1cccc(C)c1CN1CCC2(Cc3ccccc3CNC2=O)C1 (stereo unspecified)	8.7%[149 µM]

3 entries out of the list, ordered by formula weight, smallest number first:
No.	SMILES	KDM5B inh
69	COc1ccc(C(=O)/C(C#N)=C\c2ccc(Cl)cc2)cc1	0.8%
71	COCC(=O)NC[C@H]1CCN(Cc2ccc(C)s2)C[C@H]1N(C)C	-3.3%
66	CCCCNC(=O)C(CC)Sc1nnc(-c2ccc(OC)c(OC)c2)c(-c2ccc(OC)c(OC)c2)n1 (stereo unspecified)	-7.5%

Results in sequence from the entries so far.
KDM5B inh, nos. 77 to 80, in order: ?, -6.7%, 21.9%, 8.7%[149 µM]

The list continues.
No.	SMILES	KDM5B inh
81	CC(NC(=O)c1ccc(SC(F)F)cc1)c1ccccn1 (stereo unspecified)	18.6%
82	COc1ccc(CC(=O)O/N=C(\N)c2ccc(C)cc2)cc1	16.2%
83	Cc1ccc(-c2cc(C(=O)Nc3ccc(C(N)=O)cc3)c3ccccc3n2)o1	?
84	COC(=O)c1c(NC(=O)c2ccco2)sc2c1CCN(C(C)=O)C2	?
85	CNC(=O)[C@@H](c1ccc(OC)cc1)N1CCC[C@H]1C(=O)N(C)Cc1ccccc1	13.7%[86.2 µM]
86	O=C(O)c1ccccc1C(=O)N1C[C@@H]2C[C@H]1C(=O)N(CC1CC1)c1ccccc1O2	13.6%[86.2 µM]
87	COc1ccc(CCN2Cc3cc(NC(=O)c4cccc(F)c4)ccc3OC(C)C2=O)cc1 (stereo unspecified)	-23.9%
88	CN(c1ccccc1)S(=O)(=O)c1nnc(NC(=O)c2ccccc2)s1	-0.9%
89	CC(C)CNC(=O)N1CCC(c2noc(-c3ccccc3)n2)C1 (stereo unspecified)	13.1%
90	COC(=O)C1(NC(=O)C2CCCO2)CCCCCC1 (stereo unspecified)	-2.5%
91	Cc1cnc(C2CCC2)n1CC1CCN(C(=O)C2(c3ccccc3)CC2)CC1	-8.2%
92	CC(C)c1ccc(NC(=O)CSc2nc3c(-c4ccccc4)c[nH]c3c(=O)n2C)cc1	19.0%
93	Cn1c(Cn2cccn2)nnc1C1CCCN(C(=O)c2ccoc2)C1 (stereo unspecified)	-5.5%
94	Cc1ccc(Nc2cc(C)nc3c(C)ccc([N+](=O)[O-])c23)cc1	-22.5%
95	Cc1c(C(=O)Nc2cccc(Cl)c2)sc2nc3n(c(=O)c12)N=C(c1cccc(Br)c1)CS3	-15.5%
96	CCN(CC)c1ncccc1CNC(=O)c1ccc(C)s1	12.0%
97	CN(C)c1cccc(C(=O)N2CCCC(N3CCN(c4ccc(F)cc4)CC3)C2)c1 (stereo unspecified)	11.8%
98	COCC(=O)N1CCc2nc(C)nc(-c3ccc(Cl)cc3)c2CC1	0.8%[86.2 µM]
99	COc1ccc(C2=NOC3(CCCN([S+](=O)([O-])c4cccc(C(F)(F)F)c4)C3)C2)cc1 (stereo unspecified)	4.1%[115 µM]
100	O=C(Cc1ccsc1)N1CCC(N2CC3CC(C2)[C@H]2CCCC(=O)N2C3)CC1 (stereo partly specified)	-23.8%

KDM5B inh, what is marked active above.
No.	SMILES	KDM5B inh
63	O=C(Nc1ccc(Oc2ccccc2)cc1)O[C@@H]1CO[C@H]2[C@@H]1OC[C@@H]2NS(=O)(=O)c1ccc2ccccc2c1	22.4µM*

As entered above:
For KDM5B inh, COc1ccc(/C=C2/C(=O)C(C)(C)OC2(C)C)cc1OC shows 11.5%
For KDM5B inh, CCCc1ccc(OC(=O)c2ccc3c(c2)-c2ccccc2C3=O)cc1 shows 2.7%
For KDM5B inh, CCOC(=O)c1ccc2[nH]c(CSCC(=O)Nc3ccc(CC)cc3)cc(=O)c2c1 shows 7.6%
For KDM5B inh, Cc1noc(-c2cn(C3CCN(C(=O)c4cccc(F)c4)C3)nn2)n1 (stereo unspecified) shows -4.1%
For KDM5B inh, Cn1cccc1CN1CCC2(CC1)CC(=O)Nc1ccccc1O2 shows -21.8%[86.2 µM]

The list goes on:
No.	SMILES	KDM5B inh
101	CCCN(CC1CCOC1)C(=O)Nc1cccc(F)c1C (stereo unspecified)	33.4%
102	O=C(Cc1ccc(F)cc1)Nc1cccc(-c2nnc3n2CCCC3)c1	-8.3%
103	O=C(O)CC1CCN(Cc2ccccc2)CC1	-12.1%
104	Cc1ccc2c(c1)CCCN2C(=O)c1ccc(Br)o1	-5.1%
105	COc1ccc(-c2cc(N3CCCC(NC(=O)c4ccc(F)c(Cl)c4)C3)n[nH]2)cc1 (stereo unspecified)	-0.8%
106	Cn1c(=O)c2c(ncn2CC(=O)OCC(=O)Nc2ccccc2C(F)(F)F)n(C)c1=O	13.8%
107	C=CCOC(=O)C1=C(C)N=C2SC=C(CC(=O)NCC(C)C)N2C1c1ccccc1Cl (stereo unspecified)	-31.8%
108	Cc1noc([C@@H]2CN(Cc3cccc(F)c3)C[C@H]2CO)n1	-2.8%
109	CSc1cccc(NS(=O)(=O)c2cc3[nH]c(=O)c(=O)[nH]c3cc2C)c1	4.5%
110	C[C@]1(O)CCN(C(=O)c2cn(C3CCC(N)CC3)nn2)C[C@@H]1O (stereo partly specified)	?
111	O=C(O)c1ccc([S+](=O)([O-])N2CC(COc3ccccc3)C3(CN(c4ccccc4)C3)C2)cc1 (stereo unspecified)	7.6%
